# Source: PubChem
# SKKanGAS inh: inhibitors of SKKanGAS S. pyogenes growth in kanamycin (SK-promoter or general growth effect) | BacTiter-Glo, 6 h | inhibition, % at 7.5 µM | actives 1.3% (n = 300,000) | AID 1662;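 active = mean replicate score, as percent of positive control median, at least 50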;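 note: strain carries kanamycin resistance gene driven by streptokinase promoter and grows in 40 µg/ml kanamycin; loss of luminescence reflects streptokinase promoter inhibition or plain growth inhibition; 0% = median of DMSO wells and 100% = positive control at its reference dose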
# KLF5 inhibitor: kruppel-like factor 5 inhibition; DLD-1 KLF5 promoter-luciferase reporter, luminescence; inhibition, % at 5 µM; actives 0.23% (n = 290,000); AID 1700;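 active = inhibition above a per-plate limit of that plate's mean compound inhibition plus 3 SD, cut at about 60% in these data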;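 note: 0% = DMSO wells and 100% = LY294002 at 200 µM; higher means less KLF5 promoter-driven luciferase light; inactives centre near -14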
# TRPC6 inhibitor: blocks the mouse TRPC6 cation channel | Q61143 | HEK293-TRPC6, membrane potential dye, ACh-evoked depolarization; stronger effect = lower value | AID 2553 | B-score at 10 µM | actives 1.1% (n = 310,000);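 active = B-score under library mean minus 3 SD, initial fluorescence not abnormally high, positive integrated signal ratio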;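 note: B-score derived from integrated fluorescence ratio over the kinetic read; more negative B-score means stronger inhibition of depolarization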
# TRPC4 potent: TRPC4 (mouse) allosteric potentiation | B-score at 10 µM | AID 2227 | HEK293 TRPC4beta/mu-opioid, DAMGO EC20, Fluo-4 Ca2+ flux; stronger effect = higher value | Q9QUQ5 | actives 0.42% (n = 310,000);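 active = B-score of calcium response area above 5 SD of library B-scores, with initial fluorescence ratio within 5 SD of library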;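 note: B-score of integrated fluorescence ratio over time as area under calcium response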
# TRPC4 act: TRPC4 (mouse) channel activation. Q9QUQ5. HEK293 TRPC4beta/mu-opioid, Fluo4 calcium fluorescence; stronger effect = higher value. B-score at 10 µM. actives 0.49% (n = 310,000);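 active = B-score above 5 SD of library B-scores, and initial fluorescence ratio not above library mean plus 5 SD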;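 note: positive B-score marks a calcium rise read as TRPC4 activation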
#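 Technique: kinetic Fluo4 calcium fluorescence; Test system: TRPC4beta and mu-opioid receptor HEK293 stable cells; Measure: B-scored integrated calcium fluorescence ratio; Benchmarks: low control buffer alone, high control maximal DAMGO; Schedule: 45 min room-temperature Fluo4 loading, 110 s read.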
# MrgX1 antagonist: blocks BAM8-22 activation of human MrgX1 receptor. MRGX1-HEK293 calcium flux, Fluo-4, BAM8-22 antagonism; stronger effect = lower value. B-score at 10 µM. actives 1.3% (n = 310,000);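 active = calcium-response B-score plate-corrected more than 3 library SD below zero, starting fluorescence within 5 deviations, no agonist response on first addition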;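 note: peak minus trough fluorescence over baseline after final BAM8-22 challenge near maximal dose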
# Target sequence (Q96LB2 whole entry, looked up): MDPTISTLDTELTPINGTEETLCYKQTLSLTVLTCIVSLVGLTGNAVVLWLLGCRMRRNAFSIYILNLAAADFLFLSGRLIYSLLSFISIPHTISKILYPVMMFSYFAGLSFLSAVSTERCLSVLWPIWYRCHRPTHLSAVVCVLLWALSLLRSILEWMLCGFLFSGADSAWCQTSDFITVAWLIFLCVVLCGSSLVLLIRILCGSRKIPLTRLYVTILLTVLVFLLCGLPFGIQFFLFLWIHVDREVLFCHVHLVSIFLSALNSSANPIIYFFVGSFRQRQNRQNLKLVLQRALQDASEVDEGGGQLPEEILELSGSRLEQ
# TRPC6 act: mouse TRPC6 channel activation | Q61143 | HEK293-TRPC6 membrane potential dye fluorescence; stronger effect = higher value | B-score at 10 µM | actives 0.13% (n = 310,000) | AID 2550;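 active = B-score of the integrated fluorescence ratio above library mean plus 3 SD, and starting fluorescence ratio within library mean plus 5 SD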;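 note: higher score means more depolarization so channel activation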
# HIF activator: HIF pathway transcriptional activation; U2OS HRE-luciferase reporter, luminescence; normalized: DMSO 0%, desferrioxamine 100%; activation, % at 7.5 µM (by protocol); actives 0.32% (n = 300,000); AID 1910;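 active = mean activation of at least 10% of the iron chelator positive control signal, with at least half of replicates also reaching 10%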
# aSyn UTR inh: MLPCN primary screen, SNCA 5' untranslated region; alpha-synuclein 5'UTR reporter, inhibitor activity; inhibition, % (tested at 7.5 µM); actives 0.82% (n = 300,000); in the data active = inhibition above about 60%;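 note: H4 neuroglioblastoma cells stably carrying SNCA 5'UTR luciferase fusion; 0% = DMSO wells and 100% = positive control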
# IEC-6 cytotox: counter-screen for KLF5 inhibitors: cytotoxicity in IEC-6 cells | IEC-6 cytotoxicity, luminescence viability | inhibition, % at 5 µM | actives 0.78% (n = 290,000) | AID 1825; in the data active = inhibition above about 22%;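 note: 0% = plate median of test compound wells and 100% = cytotoxic reference compound wells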
# TRPC4 block: blocks the mouse TRPC4 cation channel; Q9QUQ5; HEK293 TRPC4beta/mu-opioid, DAMGO-evoked Fluo4 calcium flux; stronger effect = lower value; B-score at 10 µM; actives 0.39% (n = 300,000); AID 2247;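 active = B-score over 3 SD under the library average, no early fluorescence shift, positive overall ratio signal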
#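 Signal: kinetic Fluo4 fluorescence imaging of calcium influx. Material: stable TRPC4beta/mu-opioid receptor HEK293 cells. Probe or stimulus: DAMGO in two steps, submaximal then maximal.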
# An asterisk follows results filed as active; i = inactive; x = not tested or not shown.
SMILES,SKKanGAS inh,KLF5 inhibitor,TRPC6 inhibitor,TRPC4 potent,TRPC4 act,MrgX1 antagonist,TRPC6 act,HIF activator,aSyn UTR inh,IEC-6 cytotox,TRPC4 block
CN(NS(=O)(=O)c1ccc(Cl)cc1)c1cnn(C)c(=O)c1Cl,-5,-22,i,i,i,i,i,0.2,-37,2,i
N#Cc1c(F)cccc1NCc1cccs1,-3,13,i,i,i,i,i,-0.1,-4,0,i
Cc1cc(C)cc(NC(=S)NCCCN2CCOCC2)c1,2,-16,i,i,i,i,i,-0.2,9,-3,i
COC(=O)c1c(C(=O)OC)c(-c2ccc(C)cc2)n2c1CS(=O)(=O)C2,7,-19,i,i,i,i,i,-0.6,2,-1,i
COC(=O)C1=C(C)NC(=O)NC1c1ccc2c(c1)OCO2 (stereo unspecified),-1,8,i,i,i,i,i,0.0,16,-5,i
CN(CC#CC(O)(c1ccccc1)c1ccccc1)C(C)(C)C,-5,4,-8.9*,i,i,i,i,x,x,-9,i
O=C(NC1CCCCCCC1)c1ccc2c(c1)OCO2,0,-122,i,i,i,i,i,0.2,-40,4,i
OC(c1ccc(OCc2ccccc2)cc1)c1nnc(-c2ccccc2)o1 (stereo unspecified),57*,-8,i,i,i,i,i,0.1,-21,-3,i
C/C(CC(=O)Nc1ccc2c(c1)OCCO2)=N\NC(=O)c1cccc(O)c1,5,-54,i,i,i,i,i,1.0,-5,-2,i
CCC(C)NC(=O)c1cnn2c(C)c3c(nc12)CCCC3 (stereo unspecified),5,-2,i,i,i,i,i,0.2,7,3,i
O=C(O)CCCCc1nc2ccccc2s1,8,-7,i,i,i,i,i,-1.4,9,2,i
CC(OC(=O)c1cc(S(=O)(=O)N2CCOCC2)ccc1F)C(=O)NCc1ccc2c(c1)OCO2 (stereo unspecified),-1,x,i,i,i,i,i,-0.2,-14,x,i
COc1ccc(CCNC(=O)CN2C(=O)COc3ccc(S(=O)(=O)N4CCCC4)cc32)cc1OC,0,-11,i,i,i,i,i,-0.2,-14,-11,i
Cn1c(SCCN2CCCC2)nnc1C1CCN(S(=O)(=O)c2ccc(F)cc2)CC1,-1,-31,i,i,i,i,i,-0.3,-3,-3,i
Cc1cc(NC(=O)CCOc2ccccc2)no1,3,-9,i,i,i,i,i,-8.5,-3,-2,i
O=C1CCC(=O)N1CCC(c1ccc(F)cc1)c1ccco1 (stereo unspecified),-1,18,i,i,i,i,i,0.0,-10,4,i
CC(C)n1cc(/C=N/Nc2ccc(C(=O)O)cc2)c2ccccc21,10,45,i,i,i,i,i,-10,-79,35*,i
CCOc1ccccc1CN1CCN(S(C)(=O)=O)CC1,0,-11,i,i,i,i,i,14*,32,8,i
O=C(NC1CCCc2c1cnn2-c1ccccc1F)c1ccccn1 (stereo unspecified),1,48,i,i,i,i,i,-0.5,53,11,i
CCCCc1ccc(NC(=S)N2CCN(C(=O)c3ccco3)CC2)cc1,-3,-10,i,i,i,i,i,-0.4,0,-2,i

# In another format: 2 of the compounds above.
molecule | SKKanGAS inh | KLF5 inhibitor | TRPC6 inhibitor | TRPC4 potent | TRPC4 act | MrgX1 antagonist | TRPC6 act | HIF activator | aSyn UTR inh | IEC-6 cytotox | TRPC4 block
CN(NS(=O)(=O)c1ccc(Cl)cc1)c1cnn(C)c(=O)c1Cl | -5 | -22 | i | i | i | i | i | 0.2 | -37 | 2 | i
N#Cc1c(F)cccc1NCc1cccs1 | -3 | 13 | i | i | i | i | i | -0.1 | -4 | 0 | i

# Following part:
SMILES,SKKanGAS inh,KLF5 inhibitor,TRPC6 inhibitor,TRPC4 potent,TRPC4 act,MrgX1 antagonist,TRPC6 act,HIF activator,aSyn UTR inh,IEC-6 cytotox,TRPC4 block
CCOc1ccc(/C=C2/Sc3ccc(C(=O)N4CCOCC4)cc3N(C)C2=O)cc1OC,68*,2,i,i,i,i,i,0.8,4,9,i
CCc1c(C)nc2ncnn2c1NC1CCCc2ccccc21 (stereo unspecified),9,18,i,i,i,i,i,-0.5,31,2,i
CC(C)(C)c1nc[nH]c(=O)c1Br,-3,-6,i,i,i,i,i,-0.5,13,-4,i
CCCCN(C)CCCNC(=O)c1cn(CC)c2ccc(S(=O)(=O)N3CCOCC3)cc2c1=O,-4,3,i,i,i,i,i,0.0,8,7,i
COc1ccccc1/C=C/C=N/n1c(-c2ccccc2)n[nH]c1=S,-1,-25,i,i,i,i,i,0.7,-4,-5,i
O=C(O)CCC(=O)NNC(=O)c1ccc([N+](=O)[O-])cc1,3,-26,i,i,i,i,i,-0.8,-14,2,i
CCOC(=O)C1=C(C)Nc2nc(SCC(=O)OC)nn2C1c1cc(F)cc(F)c1 (stereo unspecified),10,-13,i,i,i,i,i,-0.6,9,-2,i
Cc1ccc2[nH]cc(CCNC(=O)Nc3ccccc3)c2c1,-12,-2,i,i,i,i,i,-0.2,-5,-2,i
COn1c(SCc2ccc(Cl)cc2)nc2ccccc2c1=O,11,-10,i,i,i,i,i,-0.4,-17,3,i
COCOc1cc(O)c2c(=O)c(OCOC)c(-c3ccc(OCOC)c(OCOC)c3)oc2c1,-4,x,i,i,i,i,i,-0.3,-14,x,i
Cc1ccc2c(c1)nnn2C1CCN(S(=O)(=O)c2ccc3ccccc3c2)CC1,3,-12,i,i,i,i,i,-0.2,21,-2,i
CN(C)S(=O)(=O)c1cccc(NC(=S)NN=C(Cc2ccccc2)Cc2ccccc2)c1,8,-17,i,i,i,i,i,-0.1,17,1,i
COC(=O)CSc1nc2ccc(C)cc2cc1C#N,2,-18,i,i,i,i,i,-0.9,-72,3,i
CC(=O)N/N=C(\C)C1COc2ccccc2O1 (stereo unspecified),8,-2,i,i,i,i,i,-0.3,14,7,i
Cc1ccc(OCC(=O)NCc2ccc3c(c2)OCO3)c([N+](=O)[O-])n1,-2,5,i,i,i,i,i,-0.1,8,10,i
S=C(c1ccc(-c2ccc(Cl)cc2)o1)N1CCCCC1,-20,-165,i,i,i,i,i,2.3,-150,-4,i
COn1c(-c2ccc(C)cc2)nc2ncccc21,-3,-27,i,i,i,i,i,0.2,-6,-1,i
CC1CCCCC1n1c(=S)[nH]c2ccccc2c1=O (stereo unspecified),4,-10,i,i,i,i,i,-0.9,47,2,i
Cc1cc(C)cc(Nc2c3c(nc4ncnn24)CCC3)c1,14,-44,i,i,i,i,i,0.5,24,7,i
CCOc1ccc(S(=O)(=O)NCc2ccc3c(c2)OCO3)cc1C(=O)O,-3,-37,i,i,i,i,i,-2.7,1,-3,i
COc1ccc(S(=O)(=O)n2ccc(C(C)Oc3ccc(-c4ccccc4)c(F)c3)n2)cc1 (stereo unspecified),1,-19,i,i,i,-6.6*,i,-0.4,-1,-3,i
COC(=O)c1ccc(/C=C2\Oc3ccccc3NC2=O)cc1,7,-158,i,i,i,i,i,-31,-110,1,i
COC(=O)c1ccc(C2/C(=C(/O)c3ccc4c(c3)CC(C)O4)C(=O)C(=O)N2CCN2CCOCC2)cc1 (stereo unspecified),-1,-15,i,i,i,i,i,-0.4,0,2,i
COc1ccc(OCCOC(=O)CNS(=O)(=O)c2ccc(SC)c([N+](=O)[O-])c2)cc1,-3,x,i,i,i,i,i,0.1,-1,x,i
Cc1nc(SCC(=O)NC(C)c2ccccc2)c2oc3ccccc3c2n1 (stereo unspecified),17,-26,i,i,i,i,i,-0.6,-3,-3,i
Cc1ccc(OCC(=O)NC(=S)Nc2cccc(NC(=O)c3ccccc3Cl)c2)cc1,2,-22,i,i,i,i,i,-0.1,24,-7,i
COc1ccc(C2(O)C(=O)Nc3ccccc32)cc1 (stereo unspecified),-3,9,i,i,i,i,i,0.9,11,-1,i
COc1ccc(-c2nnco2)cc1OC,0,-4,i,i,i,i,i,-0.1,27,-5,i
COc1cccc(C(=O)O/N=C/c2ccc(Sc3ccc(C)cc3)nc2)c1,-6,-33,i,i,i,i,i,1.0,-32,0,i
CCOc1cccc(/C=C/c2ccc3ccccc3n2)c1OC(C)=O,31,-6,i,i,i,i,i,-2.5,49,5,i
Cc1nc2ccc(NS(=O)(=O)c3c(C)c(C)cc(C)c3C)cc2s1,9,-5,i,i,i,i,i,0.2,-27,9,i
Cc1ccc(NC(=S)NC(=O)/C=C/c2ccc(Cl)cc2)cc1,-4,-7,i,i,i,i,i,0.6,10,6,i
O=[N+]([O-])c1ccc(Sc2cccc3cccnc23)c2cccnc12,23,-17,i,i,i,i,i,-1.8,3,4,i
COC(=O)c1ccccc1NC(=O)N1CCN(S(=O)(=O)c2ccc(Cl)cc2)CC1,3,-45,i,i,i,i,i,-0.3,-18,-1,i
O=C(Nc1ccccc1)OCC1CCCO1 (stereo unspecified),2,x,i,i,i,i,i,1.5,-84,x,i
CN(C)c1ccc(-c2nc3cnccn3c2Nc2ccc3c(c2)OCCO3)cc1,-2,-25,-5.3*,i,i,i,i,1.7,-25,-7,i
COc1ccc(/C=N\N=C2/SC(CC(=O)O)C(=O)N2c2ccc(O)cc2)cc1OC (stereo unspecified),5,-16,i,i,i,i,i,-0.6,15,-10,i
Nc1nc(-c2cc3ccccc3o2)cs1,1,-117,i,i,i,i,i,1.9,-132,5,i
COc1cccc(C(=O)CSc2nnc(-c3ccco3)n2CC2CCCO2)c1 (stereo unspecified),0,8,i,i,i,i,i,0.7,12,0,i
CCc1nc(=O)c(-c2ccccc2)c(C)n1-c1ccccc1,-1,-21,i,i,i,i,i,0.2,15,0,i
Cc1ccc(OCCC(=O)N(Cc2ccccc2)c2c(N)n(Cc3ccccc3)c(=O)[nH]c2=O)cc1,31,x,i,i,i,i,i,-0.7,15,x,i
CCC(C)NC(=O)CN(c1cc(C)cc(C)c1)S(=O)(=O)c1c(C)[nH]c(=O)[nH]c1=O (stereo unspecified),-3,-7,i,i,i,i,i,-0.1,15,6,i
Cc1ccc(C(=O)C2(C)C3c4cc(Br)ccc4OC(=O)C32C(=O)c2ccco2)cc1 (stereo unspecified),5,1,i,i,i,i,i,1.3,-12,-1,i
CCn1c(SCC(=O)c2ccc(OC)cc2)nnc1C(C)NC(=O)c1ccc(OC)cc1 (stereo unspecified),2,-12,i,i,i,i,i,0.1,7,-2,i
O=C(CSc1ccc2nnc(-c3ccccn3)n2n1)Nc1ccccc1,12,-12,i,i,i,i,i,0.2,2,5,i

# Taken from above.
# IEC-6 cytotox, `COC(=O)C1=C(C)NC(=O)NC1c1ccc2c(c1)OCO2` (stereo unspecified) : -5
# aSyn UTR inh, `COc1cccc(C(=O)O/N=C/c2ccc(Sc3ccc(C)cc3)nc2)c1` : -32
# SKKanGAS inh, `CC1CCCCC1n1c(=S)[nH]c2ccccc2c1=O` (stereo unspecified) : 4
# aSyn UTR inh, `CCOc1ccc(S(=O)(=O)NCc2ccc3c(c2)OCO3)cc1C(=O)O` : 1
